Abeta yeast res: A-beta toxicity reversal in yeast; yeast expressing A-beta42, growth rescue, OD600, 48 h; response scale: 0% DMSO, 100% iron-clioquinol control; Potency, µM (titrated, usually from 46.1 µM), inactives show top-dose growth rescue, hits mostly activators; actives 0.063% (n = 410,000); note: potency is the fitted concentration of half-maximal effect; nearly all actives have a fitted effect of over 55% in size
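Yeast growth medium received pinned compounds, then yeast cells expressing toxic A-beta were added; plates incubated at 30 C for 48 hr. Growth read as absorbance at 600 nm, normalized to DMSO and equimolar FeCl3 plus clioquinol controls.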
PTHR1 ag: PTHR1 (human) receptor agonism; Q03431; HEK293 GP2 PTHR1 cells, GloSensor cAMP luminescence, 1 h; Potency, µM (doses to about 115 µM), for the others: at the highest dose activation, most hits filed as activators; actives 0.075% (n = 410,000); note: potency is the fitted concentration of half-maximal effect; nearly all actives have a fitted effect of over 55% in size; some results filed as inactive show a strong effect at the top dose; inactives centre near -15; many of its hits are not listed in these tables
Target sequence (Q03431 whole entry, looked up): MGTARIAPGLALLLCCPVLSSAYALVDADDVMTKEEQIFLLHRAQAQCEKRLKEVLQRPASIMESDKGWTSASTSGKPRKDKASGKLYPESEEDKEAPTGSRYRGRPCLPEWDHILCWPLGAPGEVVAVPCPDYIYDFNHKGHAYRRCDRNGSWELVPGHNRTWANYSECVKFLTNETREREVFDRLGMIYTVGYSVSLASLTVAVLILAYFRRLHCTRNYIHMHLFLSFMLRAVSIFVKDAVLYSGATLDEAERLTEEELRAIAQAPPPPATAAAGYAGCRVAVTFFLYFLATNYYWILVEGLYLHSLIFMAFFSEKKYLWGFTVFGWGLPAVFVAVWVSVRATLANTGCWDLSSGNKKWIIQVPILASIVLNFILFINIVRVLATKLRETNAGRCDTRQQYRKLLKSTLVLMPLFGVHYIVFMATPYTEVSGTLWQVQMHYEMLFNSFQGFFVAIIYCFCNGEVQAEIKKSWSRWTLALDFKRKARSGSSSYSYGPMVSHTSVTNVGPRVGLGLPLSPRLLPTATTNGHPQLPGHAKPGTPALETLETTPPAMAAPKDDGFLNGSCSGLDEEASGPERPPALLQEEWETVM
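HEK-293-derived GP2 cells expressing PTHR1 and a GloSensor cAMP reporter, 3,000/well, plated overnight, given luciferin plus IBMX (each 0.5 mM as added) for 1 h at 37 °C, then compound for 1 h at 37 °C. Luminescence was read after 15 min at room temperature.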
FUS suppressor: rescues growth of FUS-expressing yeast. AID 1347120. S. cerevisiae FUS-expressing, growth rescue, OD600, 24 h. Potency, µM (highest dose often 76.6 µM), for the others: at the highest dose growth rescue (activation), usual class: activators. actives 0.24% (n = 390,000);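 note: potency is the fitted concentration of half-maximal effect; plate controls were DMSO vehicle for no effect and reference control for full effect; nearly all actives have a fitted effect of over 55% in size; some results filed as inactive show a strong effect at the top dose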
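Yeast expressing FUS under galactose induction, OD 0.005 in 2% galactose medium; compounds in a dilution series, 24 h at 30C. Growth rescue by absorbance at 600 nm; CP55940 positive control, DMSO negative.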
TDP43 rescue: rescues yeast growth from TDP-43 toxicity. TDP-43 expressing yeast growth rescue, BacTiter-Glo, 24 h. Potency, µM (doses to about 46.1 µM), for inactives: top-dose growth rescue (activation), most hits filed as activators. actives 1.8% (n = 410,000). AID 652104; note: potency is the fitted concentration of half-maximal effect; % of control where 0% means no effect; nearly all actives have a fitted effect of over 50% in size
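Luminescence from BacTiter-Glo reports growth of TDP-43-expressing yeast after 24 hr at 30 deg C with compound. Cells were raffinose-pregrown to mid-log, then seeded in galactose medium at OD600=0.02.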
pAkt inh: inhibitors of Akt phosphorylation; actives 0.32% (n = 360,000); AID 651550; Neuro2A IGF-stimulated pAkt S473 HTRF, 20 min; hits give low values; activity change, % for hits at 50 µM; in the data active = activity change below about -80%; inconclusive = mostly about -51% to -80%; note: % is set by controls: 0 for no effect and ±100 for the full control effect
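Neuro2A cells in DMEM with 0.5% FBS, overnight at 37 deg C, given compound at single 50 µM final, then IGF (6 nM final) for 20 min at 37 deg C. Lysed; phospho-Akt Ser473 by HTRF after 24 h, 665/615 ratio.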
aSyn yeast inh: rescues yeast growth from alpha-synuclein toxicity. Yeast expressing alpha-synuclein, growth rescue, BacTiter-Glo, 24 h. Potency, µM (titrated, usually from 46.1 µM), inactives show at the highest dose growth rescue (activation), usual class: activators. actives 0.14% (n = 370,000). AID 652106; note: potency is the fitted concentration of half-maximal effect; % of control where 0% means no effect; nearly all actives have a fitted effect of over 65% in size
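Galactose-induced alpha-syn yeast (OD600=0.02, raffinose-pregrown) + pinned cpd, 24 hr, 30 deg C; growth by BacTiter-Glo luminescence. Growth restoration scores as activation.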
GLP1R inv ag: acts as inverse agonist at human GLP-1 receptor. P43220. HEK293 GLP-1R CRE-luciferase, luminescence, 24 h; GLP-1R form is constitutively active. Potency, µM (top dose mostly 38.3 µM), for the others: at the highest dose activity change, negative = inhibition, most hits filed as inhibitors. actives 1.6% (n = 410,000). AID 624417; note: potency is the fitted concentration of half-maximal effect; % is set by controls: 0 for no effect and ±100 for the full control effect; nearly all actives have a fitted effect of over 55% in size
Target sequence (P43220 whole entry, looked up): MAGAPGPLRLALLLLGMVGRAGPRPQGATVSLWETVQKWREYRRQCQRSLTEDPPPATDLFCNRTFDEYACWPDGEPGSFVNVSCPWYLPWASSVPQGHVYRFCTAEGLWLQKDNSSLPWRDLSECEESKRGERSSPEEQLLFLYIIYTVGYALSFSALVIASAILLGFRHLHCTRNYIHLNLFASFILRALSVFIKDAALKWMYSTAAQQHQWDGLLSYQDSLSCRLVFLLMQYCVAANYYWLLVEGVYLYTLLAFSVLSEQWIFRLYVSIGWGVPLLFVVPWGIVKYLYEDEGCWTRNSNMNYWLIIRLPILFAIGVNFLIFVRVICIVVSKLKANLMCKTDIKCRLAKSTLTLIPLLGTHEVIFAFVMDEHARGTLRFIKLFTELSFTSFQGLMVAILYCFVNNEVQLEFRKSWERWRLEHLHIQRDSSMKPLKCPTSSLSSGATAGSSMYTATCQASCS
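Readout was luciferase luminescence, measured 12 min after detection reagent at room temperature. Beforehand, GLP-1R reporter HEK293 cells had sat 12 h, then received compounds for 24 hr at 37 deg C.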
GLP1R ag: activates the human GLP-1 receptor | HEK293 GLP-1R CRE-luciferase, luminescence, 4-6 h; cells express a hypersensitive GLP-1R form | P43220 | Potency, µM (doses to about 45.6 µM), for inactives: at the highest dose activation, usual class: activators | AID 624172 | actives 0.007% (n = 380,000); note: potency is the fitted concentration of half-maximal effect; % of control where 0% means no effect
DRD3 antagonist: D3 dopamine receptor (human) antagonism; actives 2.5% (n = 360,000); AID 652054; D3R cells, DiscoveRx beta-arrestin luminescence, antagonist mode; hits give low values; P35462; max response, negative = inhibition, %; in the data active = max response below about -50%; inconclusive = no clear call, values can overlap the other calls; note: % is set by controls: 0 for no effect and ±100 for the full control effect; mostly tested at two doses, the higher about 12 µM
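Cells plated overnight at 1500 cells/well, then exposed to library compounds with dopamine controls for 90 minutes at 37 degrees C. DiscoveRx reagent added for 30–60 minutes at room temperature; luminescence read, quantitative HTS format.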
An asterisk follows results filed as active; i = inactive; ? = inconclusive; nt = no result given; [ ] = remark or other dose. Unless noted, calls come from the whole dose curve; as a rule, active = well fitted curve in the direction sought with a large enough effect; inconclusive = small, poorly fitted or top-dose-only effect, or another doubt; inactive = no such curve, though single readings can be large; an effect the other way counts as inactive or inconclusive.

structure | Abeta yeast res | PTHR1 ag | FUS suppressor | TDP43 rescue | pAkt inh | aSyn yeast inh | GLP1R inv ag | GLP1R ag | DRD3 antagonist
C[C@@H](NC(=O)Cn1ccc(NC(=O)OCc2ccccc2)nc1=O)c1cccc2ccccc12 | -2% | -15% | 16% | -3% | i | 4% | ? | 3% | 0
CC(=O)c1ccc(N2CCN(C(C)C(=O)NC3CCCc4ccccc43)CC2)cc1 (stereo unspecified) | 4% | -27% | nt | 20% | i | 1% | -10% | -2% | 15
Cc1occc1C(=O)NCc1ccccc1F | -8% | i | 13% | 9% | i | -2% | 0% | -5% | 8
COc1cc([N+](=O)[O-])ccc1NC(=O)COC(=O)c1ccc(NC(N)=O)cc1 | -2% | i | 22% | -15% | i | -5% | 4% | 17% | -17
O=c1[nH]c(N2CCCCC2)nc2c1CCCC2 | -2% | i | 24% | 0% | i | -2% | -2% | 1% | 10
COC(=O)COc1ccc(S(=O)(=O)N2CCN(c3ccccc3F)CC2)cc1 | 19% | -6%[57.5 µM] | 20% | 13% | i | 22% | 2% | -1% | -2
CCn1c(Cc2ccccc2)nnc1SCC(=O)Nc1ccc(N2CCOCC2)c(Cl)c1 | 20% | -18%[57.5 µM] | 6% | 21% | i | 10% | 17% | 1% | 16
C=CCOC(=O)COc1ccc2c(C)c(CC)c(=O)oc2c1 | 2% | -14% | 6% | 10% | i | 1% | 6% | 9% | 14
CC1=CSC2=NC(=O)/C(=C/c3cccc(OC(=O)c4ccco4)c3)C(=N)N12 | 0% | -6% | nt | 2% | i | 4% | ? | -5% | 15
COC(=O)c1c(C)[nH]c(C(=O)NCc2ccco2)c1C | -4% | i | 10% | 23%[9.22 µM] | i | -7% | 73%[activator] | 6% | -7
COCCNC(=O)C(c1ccc(O)cc1)N(Cc1ccccc1)C(=O)CCC(=O)Nc1ccccn1 (stereo unspecified) | -13% | i | -4% | -7% | i | 0% | -15% | 8% | -15
O=C(OC(C(=O)NCc1cccs1)c1ccccc1F)c1ccco1 (stereo unspecified) | 7% | i | -13% | 4% | i | 6% | -10% | 1% | -7
Cc1ccc(S(=O)(=O)N2CCC(C(=O)Nc3ccccc3N3CCCCC3)CC2)cc1C | 7% | i | 7% | -4% | i | 1% | 0% | 5% | 2
CCOc1ccc(CN2CCN(Cc3cccc4c3OCO4)CC2CCO)cc1 (stereo unspecified) | -3% | i | 14% | -13% | i | -7% | ? | 15% | -61*
COc1ccc(Cc2nnn(CC(=O)O)n2)cc1 | -10% | -13% | -15% | -4% | i | 0% | 8% | -4% | 5
CN(C)CCCN(C(=O)COc1ccccc1)c1nc2cc3c(cc2s1)OCO3 | -5% | i | 16% | 4% | i | 3% | ? | 3% | -22
COc1ccc(-c2n[nH]c3c2C(c2ccc(OC)c(OC)c2)N(c2ccccc2)C3=O)cc1 (stereo unspecified) | 9% | i | ? | -9% | i | 17% | 0% | 23% | 12
CCCC1Nc2ccc(C(=O)O)cc2C2C=CCC12 (stereo unspecified) | ? | -19% | 44% | ? | i | 0% | -5% | 2% | 5
Cc1ccc(C(=O)c2c[nH]cc2-c2ccccc2)cc1 | -32%[inhibitor] | i | 3% | 17% | i | -8% | -11% | 0% | 24
CC(NC(=O)c1ccnn1C)C1CCCO1 (stereo unspecified) | -19% | -15% | -25% | -15% | i | -3% | 5% | -3% | 0
CCS(=O)(=O)N1CCN(C(=O)CC(C)C)CC1 | 5% | 4% | 32% | -11% | i | 0% | 1% | 1% | 2
O=C(N[C@H]1CC[C@H](CCNC(=O)C2CC2)O[C@@H]1CO)c1ccccn1 | -1% | i | -3% | 4% | i | -12% | 4% | nt | 0
CC1=NN(C(C#N)c2ccc(F)cc2)C(C)(C)C1 (stereo unspecified) | 1% | -18% | 4% | 19% | i | 3% | 5% | -6% | 9
O=C(Nc1cccc(C(=O)N2CCOCC2)c1)c1cncc(Br)c1 | 7% | -2% | 11% | 7% | i | 4% | 0% | 3% | 16
CCc1ccc(OCC(=O)N(Cc2cccs2)c2ccc(Cl)cc2)cc1 | -4% | i | 23% | 19% | nt | nt | ? | nt | nt
Cc1ccc(NC(=O)CN(C)S(=O)(=O)c2cccc3nsnc23)cc1Cl | 3% | 1% | 13% | ? | i | 1% | 0% | 3% | -26
CCO[C@H]1OC(C(=O)N2CCN(Cc3ccc4c(c3)OCO4)CC2)=C[C@@H](C2CCCCC2)[C@@H]1CCCO | -2% | -18% | 5% | 10% | i | 5% | ? | 3% | -23
CS(=O)(=O)Nc1ccc(C(=O)CC(=O)Nc2ccc([N+](=O)[O-])cc2)cc1 | -3% | -13% | 10% | -2% | i | 1% | 2% | -10% | 2
Cc1ccnc(SCC(=O)N2CCN(c3ccccc3)CC2)n1 | 0% | i | 13% | 24% | i | 0% | 3% | -5% | -15
Cc1ccc(C(=O)Nc2ccc(F)cc2)o1 | -16% | 0% | 13% | -4% | i | 6% | 25% | 13% | -25
COc1ccc(S(=O)(=O)N2CCN(c3ccccc3)CC2)cc1 | -16% | i | 16% | 11%[9.22 µM] | i | -3% | 11%[7.66 µM] | 4% | -22
Cc1cccc(C)c1Oc1nc(-c2ccccc2)ncc1S(=O)(=O)c1ccccc1 | 7% | i | -7% | 3% | i | 1% | 6% | -25% | 0
CCc1cccc(NC(=O)CN(C)S(=O)(=O)c2ccc3[nH]c4c(c3c2)CCCC4)c1 | -12% | -16% | ? | 14% | nt | nt | ? | nt | nt
CCc1ccc2nc(N(CCCN(C)C)C(=O)c3ccc(S(=O)(=O)N4CCCC4)cc3)sc2c1 | 8% | -2% | 30% | 1% | i | -2% | ? | 15% | -3
COc1ccc(CCNC(=O)CSc2ccc(NC(C)=O)cc2)cc1OC | 11% | i | 6% | -9% | i | 3% | 2% | 17% | -6
Nc1nc(=O)n(C2CCCCO2)cc1Br (stereo unspecified) | 5% | -14% | nt | -1% | i | 0% | 21% | 0% | 22
S=C(Nc1cccnc1)N1CCCCC1 | -1% | -16% | -27% | 0% | i | 0% | -12% | -1% | -4
Cc1nnc(SCc2nc3ccccc3s2)n1N | -3% | -9% | 19% | 16% | i | 4% | 19% | 12% | 0
COc1ccc(OCC(O)CN2C(=O)c3ccccc3C2=O)cc1 (stereo unspecified) | -17% | i | 25% | ? | i | 4% | 12% | 6% | -7
CC(=O)N1CCCc2cc(S(=O)(=O)N3CCCC(C(=O)Nc4ccc(C)c(F)c4)C3)ccc21 (stereo unspecified) | 0% | -32%[inhibitor] | ? | -4% | nt | nt | -12% | nt | nt
CC(=O)Nc1ccc(-c2ccc(NC(C)=O)cc2)cc1 | -9% | i | -23% | 15% | i | 1% | 7% | 3% | 1
Cc1ccccc1S(=O)(=O)NCC1CCCO1 (stereo unspecified) | 3% | i | 0% | 3% | i | -8% | 2% | -8% | -23
O=C(CSc1c2c(nc3ccccc13)CCC2)Nc1ccc(F)cc1F | -21% | 2% | 8% | -5% | nt | nt | -13% | nt | nt
NS(=O)(=O)c1cccc(NC(=S)NC(=O)c2cccc([N+](=O)[O-])c2)c1 | -8% | -19% | 12% | 9%[9.22 µM] | i | -5% | 7% | 2% | -20
Cc1ccc(NC(=O)C2C3C=CC4(CN(Cc5cccnc5)C(=O)C24)O3)cc1 (stereo unspecified) | 9% | -18% | -8% | 17% | i | -13% | 5% | -1% | 17
OC(COc1ccc(-c2ccccc2)cc1)CN1CCCCC1 (stereo unspecified) | -14% | -2% | -19% | 10% | i | 1% | ? | -2% | -12
O=C(c1ccc(F)cc1)N1C2CCC1CC(O)(c1ccccc1F)C2 (stereo unspecified) | -9% | -1% | 13% | -5% | i | -3% | -19% | -4% | 0
CCOC(=O)/C(C#N)=C/Nc1ccsc1C(=O)OC | 20% | -4% | -1% | 1% | i | -2% | 19% | 17% | 28

Records listed above printed as active in DRD3 antagonist:
| structure | PTHR1 ag | FUS suppressor | pAkt inh | GLP1R inv ag | GLP1R ag | DRD3 antagonist |
| --- | --- | --- | --- | --- | --- | --- |
| CCOc1ccc(CN2CCN(Cc3cccc4c3OCO4)CC2CCO)cc1 (stereo unspecified) | i | 14% | i | ? | 15% | -61* |

More results:
structure | Abeta yeast res | PTHR1 ag | FUS suppressor | TDP43 rescue | pAkt inh | aSyn yeast inh | GLP1R inv ag | GLP1R ag | DRD3 antagonist
CCCNC(=O)c1cc(SC)ccc1Cl | -23% | -3% | -11% | ? | i | -2% | -10% | 12% | -6
CCC(=O)N1c2ccc(S(=O)(=O)N3CCN(C)CC3)cc2CC1C (stereo unspecified) | -21% | 29% | -10% | -14% | nt | -5% | 22% | 4% | -25
COc1cccc(NC(=S)Nc2cccc3ccccc23)c1 | ? | -5% | 0% | 25% | i | 7% | -16% | 1% | -9
CCCNC(=S)N1CC2(C)CN(C(=O)C(=O)OCC)CC(C)(C1)C2=O | -15% | i | -8% | 3% | i | 1% | 17% | 0% | -2
O=C(NC1(C(F)(F)F)C(=O)Nc2c1c(=O)[nH]c(=O)n2CCc1ccccc1)c1ccc(Cl)cc1Cl (stereo unspecified) | -8% | i | -14% | 9% | nt | -1% | 15% | -1% | nt
Cc1ccc(NC(=O)c2cc(-c3ccccc3)nn2-c2ccccc2)c(Br)c1 | -7% | -24% | 0% | -20% | i | 3% | 13% | 9% | 8
CNC(=O)N1CCC(C(=O)c2c(C)c(C)c(C)c(C)c2C)CC1 | 26% | -12% | -1% | 16% | i | 2% | 4% | 6% | 5
COc1ccc(NC2CCCN(C(=O)CCC(=O)c3ccc(F)cc3)C2)cc1 (stereo unspecified) | 2% | -39%[inhibitor] | nt | 16% | i | 5% | -1% | -5% | 21

From PubChem BioAssay

A portion of the library, so the mix of outcomes need not match the whole.
